B2AR arrestin: qHTS assay of beta-arrestin-biased ligands of beta2-adrenergic receptor. Potency, µM (highest dose often 46.1 µM), inactives show at the highest dose activation, actives largely listed as activators. hit rate 0.02% among 330,000. Beta-2 adrenergic receptor (Homo sapiens), P07550. beta-arrestin recruitment to beta2AR, cell-based reporter;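 further: potency means the concentration at half of the fitted maximal effect; 0% = DMSO controls and full agonism = EC100 isoproterenol or metaproterenol; nearly all actives have a fitted effect of over 65% in size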
p53 reactivation: qHTS assay for re-activators of p53 using a Luc reporter; H1299 p53-A138V BP100-luciferase reporter, luminescence, 24 h; Potency, µM (highest dose often 92.2 µM), without a hit: top-dose activity change, positive = activation, most hits filed as activators; hit rate 0.063% among 320,000; further: potency means the concentration at half of the fitted maximal effect; % of control where 0% means no effect; nearly all actives have a fitted effect of over 45% in size
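H1299 (p53-null), stable ts p53-A138V + BP100-Luc; 1000 cells/well, Opti-MEM/10% FBS; cpd 4 pt, 1:5; 24 h, 37 deg C, 5% CO2; detection reagent 10 min RT; luminescence.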
PTAP TSG101 blk: qHTS Assay for Iinhibitors of HIV-1 Budding by Blocking the Interaction of PTAP/TSG101. Tumor susceptibility gene 101 protein (Homo sapiens), Q99816. Potency, µM (highest dose often 115 µM), for inactives: top-dose activity change, negative = inhibition, usual class: inhibitors. Fluorescence polarization, FITC-PTAP peptide / Tsg101 binding. 340,000 tested, under 10 active; active means well fitted inhibition curve with a large enough effect in the main read-out, with a control signal flat, not every such curve was filed as active; inconclusive means small, poorly fitted or top-dose-only effect, or effect the other way, or a change in a side signal; inactive means no such curve, though single readings can be large or run the other way; further: potency means the concentration at half of the fitted maximal effect; % of control where 0% means no effect
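Fluorescence anisotropy tracks displacement of a FITC-tagged PTAP peptide (50 nM) from the Tsg101 binding domain (10 uM), following a 20 min room-temperature incubation at pH 7.5.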
Integrin act MD: qHTS for Activators of Integrin-Mediated Alleviation for Muscular Dystrophy | alpha7betagal myoblasts, beta-gal FDG fluorescence, 48 h | Potency, µM (highest dose often 38.3 µM), for inactives: at the top dose activation, actives largely listed as activators | hit rate 0.064% among 350,000 | AID 624291, 2012;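 further: potency means the concentration at half of the fitted maximal effect; 100% = response of the positive control SU9516; nearly all actives have a fitted effect of over 60% in size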
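alpha7betagal+/- myoblasts (passage 13, 250/well) treated 48 h at 37C with compounds at 1:260 dilution of DMSO stock. Lysed, then beta-galactosidase activity read as FDG fluorescence (ex 480/em 540) after 30 min, with pre-read for autofluorescence.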
uPA generation: qHTS for Inhibitors of Cell Surface uPA Generation | cell surface uPA generation assay, qHTS | hit rate 0.31% among 330,000 | Potency, µM (titrated, usually from 38.3 µM), without a hit: top-dose activity change, negative = inhibition, usual class: inhibitors; active means well fitted inhibition curve with a large enough effect; inconclusive means small, poorly fitted or top-dose-only effect; inactive means no such curve, though single readings can be large or run the other way; tested in mouse RAW 264.7 cells; further: potency means the concentration at half of the fitted maximal effect; on the % scale 0 is the no-effect control and ±100 the full control effect; nearly all actives have a fitted effect of over 55% in size
Eya2 inh: qHTS Assay for Inhibitors of the Phosphatase Activity of Eya2. recombinant Eya2, OMFP fluorescence dephosphorylation (OMFP is methylfluorescein phosphate). Potency, µM (titrated, usually from 76.9 µM), without a hit: at the highest dose activity, negative = inhibition, actives largely listed as inhibitors. Protein phosphatase EYA2 (Homo sapiens), O00167. hit rate 0.006% among 330,000; further: potency means the concentration at half of the fitted maximal effect; on the % scale 0 is the no-effect control and ±100 the full control effect
Target sequence (O00167 whole entry, looked up): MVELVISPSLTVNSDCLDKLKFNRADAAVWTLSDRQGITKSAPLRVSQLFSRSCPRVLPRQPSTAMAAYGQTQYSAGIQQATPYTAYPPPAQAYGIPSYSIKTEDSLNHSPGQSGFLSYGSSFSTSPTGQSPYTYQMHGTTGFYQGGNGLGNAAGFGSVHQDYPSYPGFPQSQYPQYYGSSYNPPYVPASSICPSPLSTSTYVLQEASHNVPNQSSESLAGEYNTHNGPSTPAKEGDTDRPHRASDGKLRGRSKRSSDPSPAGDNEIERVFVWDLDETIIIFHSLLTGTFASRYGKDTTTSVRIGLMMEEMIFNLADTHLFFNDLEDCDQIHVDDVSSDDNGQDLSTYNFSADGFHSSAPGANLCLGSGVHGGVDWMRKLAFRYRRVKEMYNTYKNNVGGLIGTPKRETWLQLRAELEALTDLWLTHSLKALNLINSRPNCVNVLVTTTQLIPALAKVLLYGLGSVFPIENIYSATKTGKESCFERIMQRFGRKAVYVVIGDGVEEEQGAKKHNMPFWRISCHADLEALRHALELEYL
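Eya2 protein (added as 0.2 uM solution) was preincubated with compound for 10 min at ambient temperature in 50 mM HEPES pH 7.5, 50 mM NaCl, 5 uM MgCl2, 0.05% BSA, 1 mM DTT. OMFP (added at 50 uM) then reacted 10 min; fluorescence read at 485/525 nm.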
USP2a inh: qHTS Assay for Inhibitors of Ubiquitin-specific Protease USP2a Using CHOP2 as the Reporter. AID 463254, 2010. hit rate 0.01% among 330,000. USP2 core, Ub-CHOP2 coupled fluorogenic reporter, 485/531. Potency, µM (highest dose often 38.3 µM), without a hit: at the top dose activity change, negative = inhibition, usual class: inhibitors;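 further: potency means the concentration at half of the fitted maximal effect; plate controls were DMSO wells for no effect and full inhibition by NEM control for full effect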
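Deubiquitinase activity read as fluorescence (485/531 nm) after Ub-CHOP2 cleavage activates the enterokinase reporter on its substrate; USP2 core 10nM, Ub-CHOP2 and substrate 25nM each, 30min compound preincubation then 60min RT; data normalized to NEM, curves fitted.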
BRCA1 expr up: qHTS Assay to Identify Small Molecule Activators of BRCA1 Expression. MCF7-BRCA1-FFLuc reporter, luminescence, 48 h; response scale: scaled: vehicle 0%, 10 µM genistein 100%. Potency, µM (top dose mostly 46.1 µM), inactives show at the top dose activation, actives largely listed as activators. hit rate 1.1% among 380,000; further: potency means the concentration at half of the fitted maximal effect; nearly all actives have a fitted effect of over 80% in size; some results filed as inactive show a strong effect at the top dose
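Luminescence from a BRCA1-driven firefly luciferase in MCF7 cells was the read-out, taken 15 min after substrate addition following 48 h compound exposure at 37 °C. Data were normalized to a 10 microM genistein control and DMSO vehicle.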
ELG1 genotox: qHTS screen for small molecules that induce genotoxicity in human embryonic kidney (HEK293T) cells expressing luciferase-tagged ELG1; HEK293T ELG1-luciferase reporter, luminescence, 16 h; Potency, µM (highest dose often 46 µM), without a hit: top-dose activity change, positive = activation, most hits filed as activators; hit rate 1.3% among 330,000; AID 504466, 2011; further: potency means the concentration at half of the fitted maximal effect; % of control where 0% means no effect; nearly all actives have a fitted effect of over 60% in size
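Genotoxicity was scored as increased ELG1-luciferase reporter signal, measured by ONE-Glo luminescence (30 min, room temperature). Compound or vehicle exposure of the HEK293T reporter cells lasted 16 hr at 37°C.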
TRPV1 ag: HTS Assay for Compounds that Act as Agonists of the Vanilloid Receptor 1; AID 540275, 2011; TRPV1-expressing cells, Fluo-8 calcium influx, agonist mode; hit rate 0.19% among 320,000; activation, % at 8.33 µM; Transient receptor potential cation channel subfamily V member 1 (Homo sapiens), Q8NER1; in the data active means activation above about 80%; inconclusive means between about 30% and that limit; further: 0% is about no effect
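Cells expressing TRPV1 were dye-loaded with Fluo-8 and read kinetically: 10 s baseline, 3 min after compound (agonist portion), then 2 min after EC20 capsaicin (allosteric enhancer portion). Calcium-bound dye fluorescence at 480/520 nm.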
ASM inhibitor: Inhibitors of Secretory Acid Sphingomyelinase (S-ASM): qHTS. placental ASM, HMU-PC fluorogenic substrate, 60 min. hit rate 0.006% among 340,000. Sphingomyelin phosphodiesterase (Homo sapiens), P17405. Potency, µM (top dose mostly 57.5 µM), for the others: at the top dose activity change, negative = inhibition, actives largely listed as inhibitors; further: potency means the concentration at half of the fitted maximal effect
Target sequence (P17405 47-631 limits assumed): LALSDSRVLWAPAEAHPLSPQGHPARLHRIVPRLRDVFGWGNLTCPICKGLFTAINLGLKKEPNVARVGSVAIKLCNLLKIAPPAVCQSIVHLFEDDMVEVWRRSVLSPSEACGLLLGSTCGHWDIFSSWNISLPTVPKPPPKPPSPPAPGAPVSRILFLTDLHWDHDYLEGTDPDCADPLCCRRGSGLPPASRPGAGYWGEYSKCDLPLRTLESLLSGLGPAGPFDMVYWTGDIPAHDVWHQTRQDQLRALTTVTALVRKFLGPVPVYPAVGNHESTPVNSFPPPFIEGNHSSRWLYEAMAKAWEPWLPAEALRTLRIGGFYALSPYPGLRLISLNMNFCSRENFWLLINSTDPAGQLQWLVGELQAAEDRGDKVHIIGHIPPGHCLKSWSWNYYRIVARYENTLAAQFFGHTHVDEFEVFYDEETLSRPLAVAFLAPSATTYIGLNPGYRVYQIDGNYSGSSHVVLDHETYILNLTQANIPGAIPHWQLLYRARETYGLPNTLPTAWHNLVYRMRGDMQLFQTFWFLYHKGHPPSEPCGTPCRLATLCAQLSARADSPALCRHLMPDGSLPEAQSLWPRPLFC
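HMU-PC0 cleavage (9 uM final) by human placental ASM, 60 min at 37 °C following 10 min compound exposure at RT; stopped at pH 10, fluorescence Ex 386/Em 447 nm.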
Starred values were filed as active, the others as inactive; ? = inconclusive; nt = not tested or not shown; & = joins results of further samples; [ ] = remark or other dose. Unless noted, the call rests on the fitted dose curve; in most records, active means well fitted curve in the direction sought with a large enough effect; inconclusive means small, poorly fitted or top-dose-only effect, or another doubt; inactive means no such curve, though single readings can be large; an effect the other way counts as inactive or inconclusive. Not a hit list; 2.6% or so of the library scored in one or more.

SMILES	B2AR arrestin	p53 reactivation	PTAP TSG101 blk	Integrin act MD	uPA generation	Eya2 inh	USP2a inh	BRCA1 expr up	ELG1 genotox	TRPV1 ag	ASM inhibitor
Cc1ccc(-c2nn(-c3cccc(F)c3)cc2CNCc2cccnc2)o1	-1.0%	0%	1%	0%	2%	4%	2%	0%	-6%	25	16%
Cc1oc(-c2ccccc2Cl)nc1CN1CCCC1c1ccc(F)cc1 (stereo unspecified)	-0.5%	1%	-1%	0%	9%	-2%	-3%	-27%	-7%	?	1%
O=C1/C(=C\c2ccco2)SC(=S)N1Cc1ccccc1	-0.5%	-3%	-8%	-21%	-4%	0%	4%	-65%	0%	21	-25%
Cc1nnc(NC(=O)CSc2nc(C(C)C)nc3sc(C)c(C)c23)s1	-0.9%	9%	-3%	-34%	-4%	-11%	-3%	3%	4%	-3	2%
O=C(CSc1nc(=O)n(CCCN2CCOCC2)c2c1CCCC2)Nc1ccc(F)cc1	-0.8%	-7%	-3%	13%	-2%	-24%	3%	-12%	3%	3	-4%
CCOc1ccccc1CNc1nc2ccccc2n1C	-0.3%	-5%	-5%	12%	-11%	-13%	0%	11%	-5%	6	-1%
O=C(C1CC(=O)N(c2ccccc2)C1)N1CCCCCC1 (stereo unspecified)	-4.6%	-5%	1%	?	-23%	13%	0%	2%	-3%	3	-1%
O=C(O)CC(Cc1ccccc1)C(=O)Nc1ccc([N+](=O)[O-])cc1 (stereo unspecified)	0.0%	-2%	-4%	23%	13%	-2%	4%	13%	1%	0	4%
Cc1nc(N)sc1-c1nnc(SCC(=O)Nc2nccs2)n1C	0.1%	1%	-4%	0%	-5%	6%	-3%	14%	2%	-3	0%
O=C(CN1CCOCC1)N1CCCc2ccccc21	-0.3%	0%	-2%	20%	2%	11%	1%	-2%	-2%	-1	4%
Cc1ccc(CCC(=O)Nc2ccc(C)c(C)c2)o1	0.2%	25%	-1%	-28%	-16%	-1%	-8%	39%	1%	?	5%
O=C(O)CCC(=O)Nc1ccc(OCC2CCCO2)cc1 (stereo unspecified)	0.1%	-3%	-6%	18%	20%	13%	3%	0%	0%	0	0%
O=C(Nc1ccccc1C(=O)N1CCCC1)c1ncoc1-c1cccc(Cl)c1	-1.1%	-4%	-5%	7%	-1%	-10%	0%	-33%	-31%[inhibitor]	14	-3%
CC(=O)c1c(Cl)nc2cccc3c2c1-c1ccccc1C3=O	-0.2%	nt	-8%	45%	-3%	7%	-1%	-22%	-10%	-2	-1%
COc1ccc(C(=O)COC(=O)c2ccc(Cl)nc2)c(OC)c1	-0.3%	2%	0%	0%	1%	-2%	0%	7%	0%	1	4%
CC(=O)Nc1cc(NC(C)=O)c(CC(C)C)s1	0.1%	5%	-4%	33%	16%	9%	1%	9%	-6%	-2	8%
Cc1ccc(NC(=O)/C=C/c2ccc(S(=O)(=O)N3CCOCC3)cc2)cc1S(=O)(=O)N(C)C	nt	nt	6%	?	-1%	nt	nt	-75%	nt	nt	-16%
CC(C(=O)c1ccccc1)[n+]1cccc(Br)c1 (stereo unspecified)	0.5%	-2%	-2%	4%	3%	11%	-2%	-3%&-21%	-2%	1	-3%
COC(=O)[C@@H](Cc1ccccc1)NC(=O)Cn1cc(C)c(=O)[nH]c1=O	nt	nt	-1%	0%	10%	nt	nt	20%	nt	nt	6%
Cc1cccc(C(=O)OCc2cncs2)c1	0.3%	2%	-1%	34%	-1%	0%	4%	24%	17%	22	4%
S=c1[nH]cc(-c2ccccc2)n1-c1ccccc1Cl	-0.2%	1%	-2%	-25%	-5%	7%	1%	-6%	-2%	-4	-3%
C=CCc1ccc(OCCOCCNCCOC)c(OC)c1	0.4%	3%	-3%	-5%	-1%	-3%	1%	-12%	0%	0	-1%
CCCCCOc1ccc(CN2CCOCC2)cc1Cl	0.1%	?	-6%	14%	4%	-10%	4%	8.9µM*	14µM*	21	-2%
N/C(=N\OC(=O)c1ccc2c(c1)OCO2)c1cccnc1	0.6%	0%	-3%	2%	-12%	0%	-2%	10µM*	?	0	5%
CCN(C[C@H]1N[C@@](Cc2ccccc2)(C(=O)OC)[C@H]2C(=O)N(Cc3ccccc3)C(=O)[C@@H]12)C(=O)Nc1ccc(Cl)cc1	-0.8%	23%	-6%	-28%	?	-19%	1%	0%	-2%	nt	-12%

Arranged by value in Eya2 inh (highest first): some entries from above.
SMILES	B2AR arrestin	p53 reactivation	PTAP TSG101 blk	Integrin act MD	uPA generation	Eya2 inh	TRPV1 ag	ASM inhibitor
O=C(O)CCC(=O)Nc1ccc(OCC2CCCO2)cc1 (stereo unspecified)	0.1%	-3%	-6%	18%	20%	13%	0	0%
O=C(CN1CCOCC1)N1CCCc2ccccc21	-0.3%	0%	-2%	20%	2%	11%	-1	4%
CCCCCOc1ccc(CN2CCOCC2)cc1Cl	0.1%	?	-6%	14%	4%	-10%	21	-2%

Full records as entered above:
`COc1ccc(C(=O)COC(=O)c2ccc(Cl)nc2)c(OC)c1` is listed with B2AR arrestin = -0.3%; p53 reactivation = 2%; PTAP TSG101 blk = 0%; Integrin act MD = 0%; uPA generation = 1%; Eya2 inh = -2%; USP2a inh = 0%; BRCA1 expr up = 7%; ELG1 genotox = 0%; TRPV1 ag = 1; ASM inhibitor = 4%
`Cc1ccc(CCC(=O)Nc2ccc(C)c(C)c2)o1` is listed with B2AR arrestin = 0.2%; p53 reactivation = 25%; PTAP TSG101 blk = -1%; Integrin act MD = -28%; uPA generation = -16%; Eya2 inh = -1%; USP2a inh = -8%; BRCA1 expr up = 39%; ELG1 genotox = 1%; TRPV1 ag = ?; ASM inhibitor = 5%

New compounds follow.
SMILES	B2AR arrestin	p53 reactivation	PTAP TSG101 blk	Integrin act MD	uPA generation	Eya2 inh	USP2a inh	BRCA1 expr up	ELG1 genotox	TRPV1 ag	ASM inhibitor
CN1C(=O)CC(N2CCC(c3nc4ccccc4s3)CC2)C1=O (stereo unspecified)	-0.9%	19%	-3%	-7%	-3%	7%	1%	22%	1%	8	2%
COc1ccc(CCNC(=O)CSc2nc(O)c(CCC(C)C)c(=O)[nH]2)cc1OC	-0.4%	12%	-6%	-39%	-6%	-1%	-2%	7%	3%	0	-1%
COC(=O)NCC(c1ccc2c(c1)OCO2)N1CCN(c2ccccc2)CC1 (stereo unspecified)	-0.1%	-11%	-5%	?	-1%	-1%	2%	7%	-3%	-1	5%
O=[N+]([O-])c1ccc(N2CCN(c3ccc(Cl)nn3)CC2)cc1NC1CC1	nt	nt	-6%	1%	2%	nt	nt	7%	nt	nt	-2%
Cc1c(C(=O)N2CCN(CC(=O)Nc3ccccc3Cl)CC2)oc2ccc(Br)cc12	-3.2%	7%	-1%	-9%	1%	6%	1%	-1%	-3%	12	?
COC(=O)N1CCc2c(sc(NC(=O)C3=COCCO3)c2C#N)C1	-0.6%	17%	-1%	38%	-8%	-20%	3%	-56%	?	0	-2%
COc1ccc(/C=N/NC(=O)c2ccncc2)cc1CN1CCN(c2ccc(F)cc2)CC1	-0.5%	-3%	1%	17%	-1%	-3%	4%	-8%	-2%	15	-4%
CN(Cc1ccccc1)C(=O)c1ccccc1NC(=O)c1ccccc1	0.5%	-11%	-3%	-13%	nt	-6%	3%	-8%	-2%	8	-2%
CCOC(=O)C(C)(C)Oc1cccc2c1S(=O)(=O)c1ccccc1-2	nt	nt	-1%	-30%	6%	nt	nt	16%	nt	nt	0%
C#CCOC(=O)CCCNc1ccc([N+](=O)[O-])cc1[N+](=O)[O-]	0.4%	-5%	-3%	31%	0%	1%	2%	1%	1%	-2	-10%
Cn1c(CN2CCCCC2)nc2cc(NC(=O)c3cccs3)ccc21	2.6%	25%	2%	16%	9%	8%	0%	8%	14%	-5	-1%

Screening results deposited in PubChem by National Center for Advancing Translational Sciences (NCATS).
